FBW7 activator – human FBW7 E3 ligase activation, primary screen. normalized activity (activation), % at 26.1 µM. AlphaScreen FBW7–phospho-cyclin E peptide binding, activator screen. 0.13% of 650,000 active. AID 1259310; in the data active = normalized activity above about 1.9%;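 also: purified mutant Fbw7 with reduced substrate affinity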
Target sequence (Q969H0 whole entry, looked up): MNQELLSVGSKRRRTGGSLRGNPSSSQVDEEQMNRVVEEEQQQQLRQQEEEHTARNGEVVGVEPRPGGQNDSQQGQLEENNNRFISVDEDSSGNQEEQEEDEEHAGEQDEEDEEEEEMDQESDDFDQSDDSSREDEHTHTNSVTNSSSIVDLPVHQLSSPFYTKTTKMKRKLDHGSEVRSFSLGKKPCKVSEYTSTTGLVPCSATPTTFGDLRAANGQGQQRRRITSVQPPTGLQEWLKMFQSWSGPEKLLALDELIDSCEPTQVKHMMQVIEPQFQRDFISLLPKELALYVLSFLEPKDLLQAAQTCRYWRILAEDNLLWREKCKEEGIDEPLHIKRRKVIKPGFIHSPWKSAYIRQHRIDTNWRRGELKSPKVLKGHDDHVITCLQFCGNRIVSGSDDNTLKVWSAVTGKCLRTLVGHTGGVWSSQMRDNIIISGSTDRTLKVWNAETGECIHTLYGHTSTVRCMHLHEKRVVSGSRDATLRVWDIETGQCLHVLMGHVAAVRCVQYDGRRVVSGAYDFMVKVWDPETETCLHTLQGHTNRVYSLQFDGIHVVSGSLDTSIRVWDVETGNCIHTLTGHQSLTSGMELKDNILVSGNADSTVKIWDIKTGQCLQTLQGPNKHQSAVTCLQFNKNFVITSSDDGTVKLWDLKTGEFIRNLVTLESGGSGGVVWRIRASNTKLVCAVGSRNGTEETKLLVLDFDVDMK
TEAD-YAP inh – TEAD-YAP interaction inhibition; 1.4% of 640,000 active; inhibition, % at 9.12 µM; HEK-TIYL cells, TEAD-Gal4/YAP UAS-luciferase luminescence; in the data active = inhibition above about 32%;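 also: 0% = median of test compound wells and 100% = reference inhibitor wells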
MITF primary – inhibitors of human MITF. AlphaScreen MITF homodimerization, bead proximity signal. inhibition, % at 2.6 µM. 0.91% of 650,000 active; in the data active = inhibition above about 50%;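 also: 0% = vehicle wells with protein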
GPR151 activ – activates the human receptor GPR151; Q8TDV0; PathHunter beta-arrestin GPR151 cells, luminescence; activation, % at 11.2 µM; 1% of 650,000 active; in the data active = activation above about 4.9%;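 also: 0% = median of compound wells and 100% = cells with positive control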
Target sequence (Q8TDV0 whole entry, looked up): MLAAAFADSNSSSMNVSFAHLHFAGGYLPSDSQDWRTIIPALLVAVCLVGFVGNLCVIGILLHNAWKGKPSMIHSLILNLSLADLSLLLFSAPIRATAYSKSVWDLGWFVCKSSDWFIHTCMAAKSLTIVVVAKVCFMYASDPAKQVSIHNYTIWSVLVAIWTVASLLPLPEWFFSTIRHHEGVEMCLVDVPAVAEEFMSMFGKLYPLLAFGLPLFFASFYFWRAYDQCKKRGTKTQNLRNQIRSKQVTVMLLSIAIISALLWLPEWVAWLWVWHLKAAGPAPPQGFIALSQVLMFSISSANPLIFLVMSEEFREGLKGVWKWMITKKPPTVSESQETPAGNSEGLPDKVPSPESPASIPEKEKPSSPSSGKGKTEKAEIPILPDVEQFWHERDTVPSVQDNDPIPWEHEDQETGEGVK
* = called active by the depositor.

Results follow in this order: MITF primary | GPR151 activ | TEAD-YAP inh | FBW7 activator
O=[N+]([O-])c1ccc(CC2=NS(=O)(=O)c3ccccc3N2)cc1
 : -80.4 | -0.1 | -5.3 | 0.3
COc1cc2c(cc1OC)C(=NC(C)C(=O)O)NC(C)(C)C2 (stereo not drawn)
 : 14.4 | -0.8 | 3.8 | 0.1
CCOC(=O)N1CCN(Cc2cc(=O)oc3cc(C)c(O)cc23)CC1
 : -8.7 | 3.0 | 0.4 | -0.3
CCOC(=O)c1[nH]c(C)c(C(=O)Nc2ccccc2OC)c1C
 : 17.3 | -0.5 | 58.6* | 0.9
CC(C)NS(=O)(=O)c1ccc(OCC(=O)NC2CCCC2)c(Cl)c1
 : 5.8 | 1.1 | 6.7 | -0.1
Cc1ccc(C(=O)n2nc(C)c(Sc3ccccc3)c2C)cc1
 : 3.7 | 0.4 | 0.5 | 0.6
CCOC(=O)C1=C(c2ccccc2)Nc2ncnn2C1c1ccccc1C(F)(F)F (stereo not drawn)
 : 10.3 | 0.2 | 7.1 | 0.3
COc1cccc2sc(NC(=O)c3ccccc3NS(=O)(=O)c3ccc(C)cc3)nc12
 : 4.3 | 0.0 | -0.3 | -0.4
CCOC(=O)c1c(NC(=O)COc2ccc(Cl)c(C)c2)sc(C)c1C
 : 5.1 | 0.2 | -1.3 | 0.6
O=C(c1ccc(C(=O)N2CCc3ccccc32)cc1)N1CCc2ccccc21
 : 11.6 | -2.4 | 5.8 | 0.5

Additional entries:
Results follow in this order: MITF primary | GPR151 activ | TEAD-YAP inh | FBW7 activator
CCCCCn1c(=O)[nH]c2cc(C(=O)NCCN3C(C)CCCC3C)ccc2c1=O (stereo not drawn)
 : 0.5 | -1.1 | -3.4 | 0.0
Cc1cnc(C)c(-c2ccc3c(c2)CC(CNC(=O)CCN2CCCCC2)O3)n1 (stereo not drawn)
 : -4.4 | -1.0 | 8.9 | -0.1
CC1CCc2c(sc3nnn(CC(=O)NC(C)(C)C)c(=O)c23)C1 (stereo not drawn)
 : 3.9 | -1.1 | -9.2 | -0.1
c1cnc(N2CCCN(c3nc4nonc4nc3N3CCCCC3)CC2)nc1
 : 2.9 | -1.2 | 0.7 | -0.2
Cc1ccc(SCC(=O)NC2CC3CCC2C3)cc1 (stereo not drawn)
 : -3.5 | 3.5 | -50.0 | -0.1
C=CCn1c(SCc2cc(F)ccc2F)nc2cc(C(=O)N3CCOCC3)ccc2c1=O
 : -6.9 | 0.8 | -9.8 | 0.1
Cc1ccccc1-n1c(=O)c2c(n3cnnc13)-c1ccccc1CC21CCCCC1
 : -13.8 | 1.6 | -6.9 | -0.2
COc1cc(/C=C(/C#N)C(N)=S)ccc1OCc1ccc([N+](=O)[O-])cc1
 : -0.9 | -0.9 | -68.4 | -0.3
O=C(/C=C/c1cccc(O)c1)c1cccnc1
 : -17.9 | 1.8 | 0.1 | 0.0
COc1cc(Nc2nc(C)c(C(C)=O)s2)c(OC)cc1Cl
 : 2.0 | -0.1 | -3.9 | -0.2

(cont.)
Results follow in this order: MITF primary | GPR151 activ | TEAD-YAP inh | FBW7 activator
O=C(NC1CCN(Cc2ccccc2)CC1)c1ccnc(Nc2ccc(N3CCOCC3)cc2)c1
 : 9.4 | -1.7 | 3.8 | -0.1
CC1(c2cccc(Br)c2)NC(=O)N(CC(=O)Nc2cccc(C#N)c2)C1=O (stereo not drawn)
 : 3.1 | -0.8 | 3.6 | 0.2
COc1ccc(F)c(C2C(C#N)=C(N)Oc3cc(C)oc(=O)c32)c1 (stereo not drawn)
 : 10.7 | 4.0 | -0.1 | -0.2
COc1cc(C2C(C#N)=C(N)Oc3n[nH]c(C(C)(C)C)c32)ccc1O (stereo not drawn)
 : 4.3 | 0.0 | -4.3 | 0.0
Cn1cc(/C=C/c2nc(N)nc(-c3ccccc3O)n2)c2ccccc21
 : -11.1 | 0.2 | -8.5 | -0.1
O=C1c2ccc(F)cc2C(=O)N1c1ccccc1F
 : 10.8 | -0.6 | 0.0 | -0.1
O=C(NCCN1CCNCC1)c1cc2ccccc2[nH]1
 : -3.4 | 0.5 | -3.2 | -0.1
Cc1ccc(S(=O)(=O)Nc2ccc3c(c2)nc(C)n3C)cc1
 : -14.9 | 0.0 | 0.0 | -0.1
COc1ccc(Cc2nc3ccccc3n2C)cc1OC
 : 5.0 | 0.5 | 17.7 | 0.2
O=C(NCCOCCNC(=O)Nc1ccccc1Cl)Nc1ccccc1Cl
 : -21.5 | 0.3 | 23.9 | 0.5

New compounds follow
Results follow in this order: MITF primary | GPR151 activ | TEAD-YAP inh | FBW7 activator
COc1ccc(/C=N/NC(=O)c2cc(-c3cccc([N+](=O)[O-])c3)n[nH]2)cc1
 : 7.1 | -0.3 | 5.0 | -0.1
COc1cc(C)c(S(=O)(=O)Nc2ccccn2)cc1C(C)C
 : 11.1 | -0.5 | -7.9 | 0.1
CC1CCCN(S(=O)(=O)c2ccc(NC(=O)CSc3nc4ccccc4o3)cc2)C1 (stereo not drawn)
 : 0.7 | -1.0 | 13.8 | 0.0
CCN(CC)CCCN1C(=O)C(=O)/C(=C(\O)c2ccccc2)C1c1ccccc1 (stereo not drawn)
 : 2.0 | -0.3 | 8.7 | -0.1
Cc1cc(C(=O)N(Cc2ccco2)c2nc3ccccc3s2)nn1C
 : 8.3 | -0.9 | -38.6 | 0.2
COc1ccc(C(=O)NCCc2sc(-c3ccc(OC)c(OC)c3)nc2C)cc1OC
 : -1.2 | 0.3 | 7.6 | -0.1
CCC1(C)Cc2ccccc2-c2nc(-c3ccccc3)n(CCO)c(=O)c21 (stereo not drawn)
 : 2.0 | 2.5 | -3.8 | -0.1
CS(=O)(=O)c1nc(-c2ccccc2)cc(C(F)(F)F)n1
 : -12.5 | -1.2 | -40.0 | 0.1
CCC(=O)N(Cc1ccc(OC)cc1)Cc1cc2cc3c(cc2[nH]c1=O)OCO3
 : 3.7 | -1.1 | -8.7 | 0.0
Cn1c2c(c(=O)n(C)c1=O)C(c1ccc(C#N)cc1)C1=C(CCCC1=O)N2 (stereo not drawn)
 : -1.8 | -1.4 | -2.1 | -0.3

The listing continues:
Results follow in this order: MITF primary | GPR151 activ | TEAD-YAP inh | FBW7 activator
COc1ccc(C2CC(=O)N3C(=C2C#N)SCC3(O)c2ccccc2)cc1 (stereo not drawn)
 : 4.5 | -0.8 | -7.0 | -0.1
O=C1c2ccccc2-c2c(-c3ccccc3)sc(=O)n21
 : -1.6 | -0.6 | -7.6 | 0.0
Cc1cc2c(cc1S(=O)(=O)C(C)CC(=O)NC1CCCC(C)C1C)OCC(=O)N2 (stereo not drawn)
 : -9.6 | 0.7 | -2.9 | -0.1
Cc1cccc(N2CCN(C(=O)CCCn3c(=S)[nH]c4cc5c(cc4c3=O)OCO5)CC2)c1C
 : -4.9 | 1.9 | 12.4 | 0.0
COc1ccc2nc(NC(=O)c3ccc(N)cc3)sc2c1
 : 14.7 | -2.5 | 0.0 | 0.1
CC(=O)Oc1ccc(N2C(=O)c3ccc(Oc4cccc([N+](=O)[O-])c4)cc3C2=O)cc1
 : -2.7 | 2.2 | 1.2 | -0.1
Cc1ccc(SC(C)C(=O)Nc2ccc3c(c2)OCCO3)cc1 (stereo not drawn)
 : -0.6 | -1.5 | -13.7 | 0.0
CCC(C(=O)NCCCN(CC)CC)n1ncn2c(cc3occc32)c1=O (stereo not drawn)
 : -4.3 | 0.3 | -9.4 | -0.1
CC(=O)c1ccc(N2CCN(C(=O)c3cccs3)CC2)c(F)c1
 : -2.6 | -0.1 | -29.7 | 0.1
c1ccc2c(-c3nc(-c4ccncc4)no3)cc(-c3ccncc3)nc2c1
 : 8.7 | 1.7 | -8.8 | -0.1

The list goes on (6 carried over from the part before).
Results follow in this order: MITF primary | GPR151 activ | TEAD-YAP inh | FBW7 activator
COc1ccc2nc(NC(=O)c3ccc(N)cc3)sc2c1
 : 14.7 | -2.5 | 0.0 | 0.1
CC(=O)Oc1ccc(N2C(=O)c3ccc(Oc4cccc([N+](=O)[O-])c4)cc3C2=O)cc1
 : -2.7 | 2.2 | 1.2 | -0.1
Cc1ccc(SC(C)C(=O)Nc2ccc3c(c2)OCCO3)cc1 (stereo not drawn)
 : -0.6 | -1.5 | -13.7 | 0.0
CCC(C(=O)NCCCN(CC)CC)n1ncn2c(cc3occc32)c1=O (stereo not drawn)
 : -4.3 | 0.3 | -9.4 | -0.1
CC(=O)c1ccc(N2CCN(C(=O)c3cccs3)CC2)c(F)c1
 : -2.6 | -0.1 | -29.7 | 0.1
c1ccc2c(-c3nc(-c4ccncc4)no3)cc(-c3ccncc3)nc2c1
 : 8.7 | 1.7 | -8.8 | -0.1
C=CCN1C(=O)/C(=C\c2cc(C)n(-c3ccncc3)c2C)C(=O)NC1=S
 : -5.2 | -0.6 | -3.3 | -0.1
Cc1ccnc(NC(=O)c2cc3ccccc3o2)c1
 : 3.5 | -8.3 | 55.8* | 0.5
O=C(Cc1ccc(Br)cc1)N1CCC(Cc2ccccc2)CC1
 : 12.1 | -0.3 | 3.5 | 0.0
COC(=O)C1=C(N)n2c(s/c(=C/c3ccccc3OC)c2=O)=C(C(=O)OC)C1c1ccccc1OC (stereo not drawn)
 : 14.0 | 2.2 | -6.6 | 0.3
C[C@H]1NC(=O)[C@@H]2C[C@H](NC(=O)c3ccc(Cl)cc3)CN2C1=O
 : 4.3 | 0.0 | -0.5 | -0.1
COC(=O)c1ccc(C2Nc3ccc(Br)cc3C3C=CCC32)cc1 (stereo not drawn)
 : 9.8 | 1.1 | -26.3 | -0.1
O=C(c1cccc(OC2CCN(Cc3ccco3)CC2)c1)N1CCCC1
 : -7.9 | 3.4 | -7.5 | -0.1
CC(=O)c1cccc(-c2cc(C(=O)NC3CC3)ccn2)c1
 : 23.5 | -2.0 | -0.4 | 0.4
COC(=O)c1c(N)ncn1-c1ccccc1
 : -20.8 | -0.8 | 6.7 | 0.1
COC(=O)C1=CN(CCOC23CC4CC(CC(C4)C2)C3)C=C(C(=O)OC)C1c1ccc2c(c1)OCO2
 : -0.4 | 0.5 | -8.9 | 0.0

Further entries follow:
Results follow in this order: MITF primary | GPR151 activ | TEAD-YAP inh | FBW7 activator
CCN(CC)c1ccc(NC(=O)Nc2ccc(C(C)=O)cc2)cc1
 : 1.1 | 0.1 | -2.6 | 0.0
CC(C)(C)Cc1nnc(NC(=O)Cc2ccc([N+](=O)[O-])cc2)s1
 : 2.5 | 4.7 | 1.8 | 0.0
Cc1c(C(=O)O)sc2nc(C(F)(F)F)[nH]c(=O)c12
 : 2.3 | 1.6 | 3.0 | -0.1
O=[N+]([O-])c1cc(C(F)(F)F)ccc1NC(CO)(CO)CO
 : -7.0 | 0.9 | 12.8 | 0.2
C=CCN1CCN(c2c(Cl)cccc2NC(=O)c2cccc(Br)c2)CC1
 : 15.0 | -1.1 | 5.3 | 0.9
CC(OC(=O)c1ccc(O)cc1)C(=O)NC1CCCC1 (stereo not drawn)
 : -13.9 | -0.4 | -6.3 | 0.0
CCOC(=O)c1ccc(CNC(=O)c2cc(C(C)(C)C)oc2C)o1
 : 14.0 | 0.2 | -21.8 | 0.4
CCOCCn1c(=O)c2c(nc3n(-c4cccc(OC)c4)c(C)cn23)n(C)c1=O
 : 6.6 | 1.5 | 6.0 | -0.2
CCN1C(=O)S/C(=C\c2ccc(Cl)cc2)C1=O
 : 7.6 | 0.1 | -9.7 | 0.1
N#Cc1ccc(/C=N/NC(=O)CCc2ccccc2)cc1
 : 4.6 | 6.0* | 7.1 | 0.1

(listing goes on)
Results follow in this order: MITF primary | GPR151 activ | TEAD-YAP inh | FBW7 activator
COCC(=O)Nc1nnc(COc2ccccc2)s1
 : 3.2 | 0.6 | -9.5 | 0.0
CCCCC(=O)Nc1ccc(NC(=S)NC(=O)CC)cc1OC
 : 5.3 | -0.7 | -5.5 | -0.1
CCOC(c1ccccc1)c1ccc2c(c1)CN(Cc1cccnc1)CCO2 (stereo not drawn)
 : -2.4 | -1.2 | -8.8 | -0.1
CCOc1ccc(NC(=O)CSc2nc(NCCOC)c3ccccc3n2)cc1
 : -0.9 | -0.2 | -7.4 | 0.1
CC(=O)c1ccc(NC(=O)c2sc3nc4n(c(=O)c3c2C)CCCCC4)cc1
 : 8.4 | 0.1 | -3.9 | 0.0
COc1ccc(C2=NN(C(=O)CSc3nnc(CNC(=O)c4cccs4)n3-c3cccc(C)c3)C(c3ccc(C)cc3)C2)cc1 (stereo not drawn)
 : 14.8 | -1.4 | -7.5 | 0.4
COc1ccc(C)cc1S(=O)(=O)NC(N)=NCCc1c[nH]c2ccccc12
 : 2.1 | 0.5 | 3.0 | 0.3
C=CCN1C(=NC(=O)C(C)C)SC2CS(=O)(=O)CC21 (stereo not drawn)
 : -3.6 | 0.4 | 9.6 | -0.1
CC1CN(C2CCN(C(=O)COc3ccccc3)CC2)CC(C)O1 (stereo not drawn)
 : 36.7 | -2.3 | 1.7 | 0.1
COC(=O)c1ccc(N2C(=O)CSC23C(=O)Nc2ccccc23)cc1 (stereo not drawn)
 : 5.0 | 0.6 | 3.8 | -0.4

Carrying on:
Results follow in this order: MITF primary | GPR151 activ | TEAD-YAP inh | FBW7 activator
CC(=O)NC1C(=O)N(CCc2ccccc2)c2c(C)ccc(Cl)c21 (stereo not drawn)
 : 2.9 | 2.4 | 13.6 | -0.1
COc1ccc(-n2cc(C(=O)N3CCN(c4cccc(Cl)c4)CC3)c3ccccc3c2=O)cc1
 : 4.7 | -2.2 | 0.0 | 0.0
Cc1ccccc1NC(=O)/C(Cl)=C(\Cl)S(=O)(=O)C(C)C
 : -14.5 | -0.7 | 51.8* | 0.2
CCCCCC(=O)NNC(=O)c1cccc([N+](=O)[O-])c1
 : -13.8 | 2.7 | 2.7 | -0.1

Single entries from the entries so far:
MITF primary with `COc1ccc(-n2cc(C(=O)N3CCN(c4cccc(Cl)c4)CC3)c3ccccc3c2=O)cc1` → 4.7
GPR151 activ with `Cc1ccccc1NC(=O)/C(Cl)=C(\Cl)S(=O)(=O)C(C)C` → -0.7

Compound activity (PubChem)
